EPAC1 antag – antagonists of human EPAC1 | O95398 | EPAC1 GEF assay, Rap1b-BODIPY-GDP exchange fluorescence | Potency, µM (series often up to 115 µM), for the others: at the top dose activity change, negative = inhibition, actives largely listed as inhibitors | 360,000 compounds, 0.14% hits | AID 720709;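 also: potency is read from the fitted curve at half-maximal effect; plate controls were vehicle for no effect and positive control for full effect; nearly all actives have a fitted effect of over 50% in size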
PLK1 PBD inh – PLK1 (human) polo-box domain binding inhibition. Plk1 PBD binding of FITC phosphopeptide, fluorescence polarization. Potency, µM, without a hit: max response, negative = inhibition, most hits filed as inhibitors. 360,000 compounds, 2.8% hits. AID 720504; also: potency is read from the fitted curve at half-maximal effect; series mostly up to about 57 µM; % is scaled to controls: 0 for no effect and ±100 for the full control effect; nearly all actives have a fitted effect of over 65% in size
Target sequence (P53350 whole entry, looked up, the tested form may be a part): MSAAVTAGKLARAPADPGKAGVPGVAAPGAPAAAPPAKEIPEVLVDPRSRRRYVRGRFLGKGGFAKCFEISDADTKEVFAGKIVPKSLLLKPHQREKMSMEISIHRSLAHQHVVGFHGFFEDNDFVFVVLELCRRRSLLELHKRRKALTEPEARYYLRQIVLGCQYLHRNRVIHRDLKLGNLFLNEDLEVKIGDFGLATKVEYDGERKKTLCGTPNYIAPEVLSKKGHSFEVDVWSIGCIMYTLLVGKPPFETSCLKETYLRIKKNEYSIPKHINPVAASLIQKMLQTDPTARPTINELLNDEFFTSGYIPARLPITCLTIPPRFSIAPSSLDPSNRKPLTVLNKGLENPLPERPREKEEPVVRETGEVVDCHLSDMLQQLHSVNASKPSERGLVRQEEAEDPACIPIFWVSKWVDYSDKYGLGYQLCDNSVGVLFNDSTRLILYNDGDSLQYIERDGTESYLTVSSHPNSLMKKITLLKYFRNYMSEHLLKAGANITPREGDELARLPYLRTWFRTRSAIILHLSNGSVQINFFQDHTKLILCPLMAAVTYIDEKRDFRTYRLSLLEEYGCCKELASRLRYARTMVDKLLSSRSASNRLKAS
PI5P4Ka inh – PI5P4K alpha (human) kinase inhibition. PI5P4Kalpha enzyme, ADP-Glo luminescence, 60 min; stronger effect = lower value. max response, %. 330,000 compounds, 1.2% hits. AID 652105; active = max response of -50% or lower; inconclusive = between -30% and -50%; inactive = -30% or higher; also: value at the top dose of about 77 µM; % is scaled to controls: 0 for no effect and ±100 for the full control effect
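ADP-Glo luminescence end-point after a 60 min room-temperature kinase reaction. PI5P4Kalpha and substrate in HEPES pH 7.4 buffer with EGTA, 0.1% CHAPS and 5% DMSO; ATP at 5 microM final.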
WRN inhibitor – inhibitors of human WRN helicase; Q14191; WRN helicase unwinding, fluorescent forked duplex, kinetic; Potency, µM (highest dose often 114 µM), without a hit: at the top dose activity change, negative = inhibition, usual class: inhibitors; 360,000 compounds, 0.46% hits; AID 651768; also: potency is read from the fitted curve at half-maximal effect; % is scaled to controls: 0 for no effect and ±100 for the full control effect; nearly all actives have a fitted effect of over 55% in size
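Enzyme (20 nM final) and test compound sit together 15 min at room temperature before substrate addition. Substrate is a single-forked duplex oligonucleotide (100 nM) labelled with fluorophore and quencher, with 2 mM ATP; helicase unwinding raises red fluorescence, read kinetically.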
Mm-Cpn inhibitor – blocks the Methanococcus maripaludis chaperonin Mm-Cpn | purified Mm-Cpn ATPase, ADP Transcreener TR-FRET | Potency, µM (highest dose often 76.9 µM), inactives show top-dose activity, negative = inhibition, actives largely listed as inhibitors | 330,000 compounds, 0.031% hits | AID 504842; also: potency is read from the fitted curve at half-maximal effect; % is scaled to controls: 0 for no effect and ±100 for the full control effect; nearly all actives have a fitted effect of over 80% in size
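Compound-treated chaperonin, 25 nM final, turns over 10 uM ATP at 37°C for 30 min following a 10 min preincubation; ADP generated competes with ADP-d2 for Eu-cryptate antibody, lowering FRET.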
EPAC1 ag – EPAC1 (human) agonism; O95398; EPAC1 agonist qHTS, biochemical assay; response scale: 100% = response to 6.5 mM cAMP; Potency, µM (titrated, usually from 154 µM), without a hit: at the top dose activation, usual class: activators; 360,000 compounds, 0.073% hits; AID 720707; also: potency is read from the fitted curve at half-maximal effect; nearly all actives have a fitted effect of over 60% in size
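EPAC1 100 nM, Rap1B–BODIPY-GDP 250 nM, unlabeled GDP 50 uM; compound titration; 5 min RT; kinetic read ex480/em540 at 5-min intervals ×30 min; data normalized to 6.5 mM cAMP agonist control.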
CCT modulator – modulators of cytosolic chaperonin (CCT/TRiC) activity; activity change, % (test concentration not listed), hits read low; 360,000 compounds, 0.3% hits; purified chaperonin ATPase assay, HTRF ADP detection, 30 min; AID 651819; in the data active = activity change below about -30%; also: % is scaled to controls: 0 for no effect and ±100 for the full control effect
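TRiC at 40 or 20 nM final (batch-dependent) in 30 mM Tris pH 7.4, 100 mM KCl, 5 mM MgCl2, 1 mM DTT, with compound at single 76 uM and 10 uM ATP, 30 min at 37 deg C. ADP detected by HTRF Transcreener, 665/615 ratio.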
EPAC2 antagonist – blocks human EPAC2 exchange factor; Q8WZA2; EPAC2 GEF exchange of Rap1B-BODIPY-GDP, fluorescence; Potency, µM (top dose mostly 114 µM), inactives show top-dose activity, negative = inhibition, hits mostly inhibitors; 360,000 compounds, 0.18% hits; also: potency is read from the fitted curve at half-maximal effect; % is scaled to controls: 0 for no effect and ±100 for the full control effect; nearly all actives have a fitted effect of over 45% in size; many of its hits are not listed in these tables
Active calls of the source: *; u = inconclusive; x = not tested or not shown; [ ] = dose if it differs, or a comment. Unless noted, calls follow the shape of the dose curve; as a rule, active = well fitted curve in the direction sought with a large enough effect; inconclusive = small, poorly fitted or top-dose-only effect, or another doubt; inactive = no such curve, though single readings can be large; an effect the other way counts as inactive or inconclusive. These rows are one share of the data, so the mix of outcomes need not match the whole.

SMILES | EPAC1 antag | PLK1 PBD inh | PI5P4Ka inh | WRN inhibitor | Mm-Cpn inhibitor | EPAC1 ag | CCT modulator | EPAC2 antagonist
Cn1c(SCC(=O)N2CCOCC2)nnc1-c1ccc(Cl)cc1Cl | -6% | -9% | x | -3% | 0% | 14% | -1.8 | 3%
COc1ccc(CCN2C(=O)CC(C(N)=O)SC2=Nc2ccc(F)cc2)cc1OC (stereo not given) | -2% | -10% | -8 | -6% | -6% | -9% | -0.4 | 9%
COc1ccc(Cc2[nH]n3c(=O)c(Cl)c(C)nc3c2-c2ccccc2)cc1 | -10% | u | -2 | 0% | -1% | 7% | -2.0 | 3%
CCOc1ccc(CN(C)C(C)C(=O)Nc2ccc([N+](=O)[O-])cc2Cl)cc1OC (stereo not given) | -7% | 2% | 15 | -9% | -1% | 4% | -2.8 | 1%
Cc1ccc(C(=O)NCCCNC(=O)COc2ccccc2Cl)cn1 | -5% | -6% | 0 | -19% | 2% | -1% | 1.5 | 5%
CCOC(=O)c1[nH]c2ccc(F)cc2c1NC(=O)c1ccccc1C(=O)O | 6% | -9% | 0 | -5% | -9% | 4% | -1.1 | 1%
CCCCC1=NN(C(=O)c2cccnc2)C(O)(C(F)(F)F)C1 (stereo not given) | -1% | -12% | -8 | -31% | 2% | 2% | -1.7 | -2%
CCCc1[nH]nc2c1C(C1CCCCC1)C(C#N)=C(N)O2 (stereo not given) | -15% | -2% | -23 | -10% | 4% | -16% | -0.2 | 4%
Cc1nc(Nc2ccc(Cl)cc2Cl)sc1C(=O)Nc1ccccc1 | -11% | -4% | 14 | -28%[57.1 µM] | -9% | 6% | -0.5 | -7%
Cc1cc(C)n2ncc(/C(N)=N/OC(=O)Nc3ccccc3)c2n1 | -9% | 0% | 2 | 2% | 0% | -6% | -0.8 | 9%
O=C(C1=C[C@@H](c2ccc(C(F)(F)F)cc2)C[C@@H](OCCCCO)O1)N1CCCCCCC1 | -5% | -17% | -8 | 0% | x | -14% | -0.4 | -19%
CSCCC(c1nc2ccccc2[nH]1)n1c(-c2ccc(C)cc2)nc2ccccc21 (stereo not given) | 6% | 3% | -1 | -4% | x | -4% | x | -10%
CSCCC(NC(=O)c1ccco1)C(=O)OCc1cc([N+](=O)[O-])cc2c1OCOC2 (stereo not given) | 0% | -4% | -1 | -5% | 4% | 10% | 1.3 | -6%
CCCCN(CCCC)CCCNC(=O)Cn1cc2c(n1)-c1c(oc(C(=O)N3CCCC3)c1C)CC2 | -8% | -18% | -6 | 1% | -1% | 8% | -1.4 | 0%
CCOC(=O)c1c(C)[nH]c(C)c1C(=O)COC(=O)c1ccccc1O | 7% | -11% | 0 | 9% | 0% | -4% | 0.9 | -6%
C/C(Cl)=C/Cc1c(C)[nH]c2ccc(C)cc2c1=O | 0% | -6% | -1 | -5% | 1% | 1% | 1.3 | -4%
COc1ccc(CNC(=O)c2ccc(-c3cccnc3)c3ccoc23)cc1OC | u | -7% | 1 | -4%[57.1 µM] | x | 0% | 2.6 | -13%
COc1ccc(N(CC(=O)NCCSCc2ccco2)S(=O)(=O)c2ccc(C)cc2)cc1 | 1% | -1% | 4 | -3% | 2% | 2% | 1.1 | -3%
O=C(O)CC(NC(=O)C1CCCCC1)c1ccc(OC2CCCC2)cc1 (stereo not given) | -7% | -2% | 3 | -13% | 4% | 1% | 0.5 | 9%
Cc1ccc(-c2nn3c(C)nnc3c3ccccc23)cc1S(=O)(=O)NC(C)c1ccccc1 (stereo not given) | 11% | -6% | -13 | -11% | -27% | 1% | 0.5 | 15%
COc1ccc(N2CCN(C(=O)c3cccnc3SCc3cccc(Br)c3)CC2)cc1 | -24% | 0% | 0 | -10% | -1% | 15% | -1.1 | -13%
COc1ccccc1Oc1ccc(NC(=O)c2ccccc2)cc1 | -3% | -19% | 3 | 13% | 0% | -18% | -0.1 | -4%
O=c1c2ccccc2c(C=Nc2ccc(Cl)cn2)c(O)n1-c1cc(Cl)ccc1N1CCOCC1 | 6% | -3% | 0 | 4% | 1% | -10% | -4.5 | 2%
CCc1c(C)nc(N2CCN(c3ccc(OC)cc3)CC2)[nH]c1=O | -11% | -4% | -1 | 1% | -1% | -4% | -1.1 | 6%
COc1ccccc1N1CCN(C(CNC(=O)C2CCCCC2)c2cccnc2)CC1 (stereo not given) | -9% | -20% | -9 | -7% | -1% | -22% | -1.5 | 2%

A section from the list above, for reference:
SMILES | EPAC1 antag | PLK1 PBD inh | PI5P4Ka inh | WRN inhibitor | Mm-Cpn inhibitor | EPAC1 ag | CCT modulator | EPAC2 antagonist
Cc1nc(Nc2ccc(Cl)cc2Cl)sc1C(=O)Nc1ccccc1 | -11% | -4% | 14 | -28%[57.1 µM] | -9% | 6% | -0.5 | -7%
Cc1cc(C)n2ncc(/C(N)=N/OC(=O)Nc3ccccc3)c2n1 | -9% | 0% | 2 | 2% | 0% | -6% | -0.8 | 9%
O=C(C1=C[C@@H](c2ccc(C(F)(F)F)cc2)C[C@@H](OCCCCO)O1)N1CCCCCCC1 | -5% | -17% | -8 | 0% | x | -14% | -0.4 | -19%
CSCCC(c1nc2ccccc2[nH]1)n1c(-c2ccc(C)cc2)nc2ccccc21 (stereo not given) | 6% | 3% | -1 | -4% | x | -4% | x | -10%
CSCCC(NC(=O)c1ccco1)C(=O)OCc1cc([N+](=O)[O-])cc2c1OCOC2 (stereo not given) | 0% | -4% | -1 | -5% | 4% | 10% | 1.3 | -6%
CCCCN(CCCC)CCCNC(=O)Cn1cc2c(n1)-c1c(oc(C(=O)N3CCCC3)c1C)CC2 | -8% | -18% | -6 | 1% | -1% | 8% | -1.4 | 0%
CCOC(=O)c1c(C)[nH]c(C)c1C(=O)COC(=O)c1ccccc1O | 7% | -11% | 0 | 9% | 0% | -4% | 0.9 | -6%
C/C(Cl)=C/Cc1c(C)[nH]c2ccc(C)cc2c1=O | 0% | -6% | -1 | -5% | 1% | 1% | 1.3 | -4%
COc1ccc(CNC(=O)c2ccc(-c3cccnc3)c3ccoc23)cc1OC | u | -7% | 1 | -4%[57.1 µM] | x | 0% | 2.6 | -13%
COc1ccc(N(CC(=O)NCCSCc2ccco2)S(=O)(=O)c2ccc(C)cc2)cc1 | 1% | -1% | 4 | -3% | 2% | 2% | 1.1 | -3%
O=C(O)CC(NC(=O)C1CCCCC1)c1ccc(OC2CCCC2)cc1 (stereo not given) | -7% | -2% | 3 | -13% | 4% | 1% | 0.5 | 9%
Cc1ccc(-c2nn3c(C)nnc3c3ccccc23)cc1S(=O)(=O)NC(C)c1ccccc1 (stereo not given) | 11% | -6% | -13 | -11% | -27% | 1% | 0.5 | 15%
COc1ccc(N2CCN(C(=O)c3cccnc3SCc3cccc(Br)c3)CC2)cc1 | -24% | 0% | 0 | -10% | -1% | 15% | -1.1 | -13%
COc1ccccc1Oc1ccc(NC(=O)c2ccccc2)cc1 | -3% | -19% | 3 | 13% | 0% | -18% | -0.1 | -4%

Bioassay records: PubChem, National Center for Advancing Translational Sciences (NCATS)
